Source: PubChem
Salmonella PhoP GFP – inhibitors of PhoP regulon expression, primary screen, Salmonella Typhimurium, GFP reporter (AID 1863). 0.16% of 300,000 active. one-dose inhibition, % at 50 µM; IC50 in µM for titrated hits. S. Typhimurium PhoP-regulated promoter GFP reporter, 4 h; higher % means a stronger effect;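 active means inhibition over 29.93%, a cutoff 3 SD above the screen mean, later confirmed by dose response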;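 further: 0% = low Mg2+ inducing control and 100% = high Mg2+ repressing control; strong numbers were not always called active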
Dynein transport – blocks dynein driven cargo transport along microtubules; z-score, hits read low; 3617.4 mouse cells, GR-EGFP nuclear translocation imaging; test concentration mostly 20 µM; stimulated with dexamethasone, 1 µM; hits give low values; 0.47% of 220,000 active;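 active means plate z-score of nuclear minus cytoplasmic receptor signal below a set negative limit, without overly bright fluorescence or cell loss, cut at about -3.5 in these data, passing the limit was not always enough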;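 further: z-score of nuclear minus cytoplasmic ring GR-EGFP intensity difference per well; some compounds called inactive have numbers as strong as hits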
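Also added: dexamethasone, 1.0 µM final. Medium: tet-free, stripped-serum medium. Detection: fixed, Hoechst-stained cells imaged at 10x for EGFP. Read-out: nuclear-to-cytoplasmic GR-EGFP distribution per well. Times: induction 48 h, compound 1 h, agonist 30 min.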
Hep lipid drop – modulators of hepatic lipid droplet formation; AML12 mouse hepatocytes, oleate lipid droplets, BODIPY imaging; inhibition, % at 6.5 µM; 0.4% of 240,000 active; AID 1656;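 active means lipid droplet intensity inhibited by at least 50%, with more than 500 cells counted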
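Assay system: AML12 mouse liver cells | Compound: 6.5 µM single-point dosing | Schedule: Overnight exposure | Technique: Fluorescence imaging, 20x objective, two fields per well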
ER stress rescue – rescue of cells from ER stress-induced death, primary screen, 384-well, CSM14.1, thapsigargin, ATP luminescence (AID 1222) | CSM14.1 thapsigargin-induced death rescue, ATP luminescence; higher % means a stronger effect | cellular ATP content (survival), % at 20 µM, or EC50 in µM where a hit was titrated | 190,000 tested, under 10 active;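 active means EC50 below 50 µM in the dose-response confirmation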;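 further: death triggered by thapsigargin at about 15 µM added after 2 h compound pretreatment; cell ATP read after overnight thapsigargin exposure of roughly 18 to 22 hours; normalized against plate controls of thapsigargin alone and 5% DMSO vehicle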
MT stabilizer – microtubule stabilizers in HeLa cells; % tubulin-high responders, % at 10 µM; 0.83% of 200,000 active; HeLa tubulin immunostaining HCS, 24 h; share of cells brighter than vehicle mean+2SD; AID 2205;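 active means plate Z-score above 3 for both tubulin-high and condensed-nucleus cell shares, with cell loss under 80%, at 10 µM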;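 further: anti alpha tubulin signal scored within the nucleus-defined area of each cell; some results filed as inactive read as strong as hits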
T cell modulator – T cell immune modulation candidate. 2C CD8+ T cell-vesicle binding, flow cytometry; hits give low values. calls only at 7 µM. 0.068% of 330,000 active. AID 2052;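 active means response, share of CD8 T cells binding vesicles, and their 90th percentile fluorescence all below set limits, cut at about 80% in these data, passing the limit was not always enough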
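incubation = binding step 1.5 h, 37 °C, antibody labelling 20 min, ice | test system = 2C mouse CD8+ T cells | read-out basis = percent CD8+ FL2 mean versus row control | controls = Peptide-free naked vesicles (low) and QL9 vesicles with 0.7% DMSO vehicle (high) | detection = flow cytometry of vesicle-bound cells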
b-catenin transl – beta-catenin nuclear translocation modulation | HeLa beta-catenin nuclear translocation, immunofluorescence imaging | AID 1665 | nuclear translocation activity, % at 5 µM | 0.3% of 190,000 active;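 active means nuclear translocation activity above 50% at 5 µM, with a well cell count of 50 or more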;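 further: per-cell ratio of nuclear to cytoplasmic median beta-catenin stain intensity; plate controls were DMSO negative control for no effect and GSK-3 inhibitor IX positive control for full effect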
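Test system: human HeLa cell line; Doses: 5 µM primary, 0.02–20 µM confirmation; Incubation: 24 h compound exposure, 37°C; Detection: beta-catenin immunofluorescence imaging with DAPI; Read-out: beta-catenin nuclear/cytoplasmic ratio, % activation.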
Ins promoter up – MIN6 insulin promoter up-regulation; 0.3% of 190,000 active; MIN6 insulin promoter-GFP reporter, high-content imaging; hits give high values; AID 1625; z-score at 5 µM;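 active means z-score above 3 at 5 µM with at least 500 cells counted in the well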
Dynein transport cytoplasmic EGFP – further read-out of Dynein transport, marked with its call; z-score; measured here: cytoplasmic GR-EGFP intensity; hits give high values
Dynein transport nuclear GR-EGFP – also measured in Dynein transport; calls as there; z-score; measured here: nuclear GR-EGFP intensity;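 lower value marks the stronger effect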
Dynein transport cell count – second read-out of Dynein transport, no call of its own (marks repeat the call); z-score; measured here: cell count per field
Ins promoter up cell count – further read-out of Ins promoter up, marked with its call; cell count; measured here: cytotoxicity, nuclei count;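 total cells summed across four imaged fields per well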
Hep lipid drop cells 6.5 µM – recorded beside Hep lipid drop, whose call it bears; cell count; measured here: cell count, cytotoxicity flag;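 cells counted across two imaged fields per well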
b-catenin transl cell count 5 µM – also measured in b-catenin transl; calls as there; cell count; measured here: cell count, cytotoxicity flag
T cell modulator vesicle-bound % – also measured in T cell modulator; calls as there; double positive events, %; measured here: CD8+ vesicle-bound cell fraction;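 binding gate set so that unloaded-vesicle control wells show 10% double positive cells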
MT stabilizer Hoechst-high % – also measured in MT stabilizer; calls as there; % Hoechst-high responders; measured here: nuclear condensation Hoechst responders;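 share of cells brighter than vehicle mean plus two SD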
MT stabilizer cytotoxicity % – further read-out of MT stabilizer, marked with its call; toxicity, %; measured here: cytotoxicity by cell density;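 0% = mean cell density of plate MIN control wells and 100% = no cells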
* marks the source's active call; other numbers are inactive results; i = inactive; . = no result given. Some of the compounds tested, so the mix of outcomes need not match the whole.

SMILES | Salmonella PhoP GFP | Dynein transport | Hep lipid drop | Hep lipid drop cells 6.5 µM | ER stress rescue | MT stabilizer | T cell modulator | T cell modulator vesicle-bound % | b-catenin transl | Ins promoter up | others
O=C(COC(=O)CCC(=O)c1cccs1)NC1CCCCC1 | . | . | . | . | . | . | i | 39 | . | .
O=C(NS(=O)(=O)N1CCOCC1)C1=C(N2CCCC2)COC1=O | . | . | . | . | . | . | i | 6 | . | .
Cc1cccc(C(=O)N[C@H](C(=O)Nc2ccc3c(c2)OCO3)C(C)C)c1 | . | . | . | . | . | . | i | 53 | . | .
Cc1cc(C)cc(C(=O)OCC(=O)NC(=O)NC2CCCC2)c1 | . | . | . | . | . | . | i | 41 | . | .
CCOC(=O)c1sc2nc(C)nc(SC(C)C(=O)N(C)c3ccccc3)c2c1C (stereo not drawn) | . | . | . | . | . | . | i | 26 | . | .
Cc1cccc(CNc2ncnc3ccc(-c4ccccc4Cl)cc23)c1 | . | . | . | . | . | . | i | 36 | . | .
COC(=O)C(C)Oc1ccc(Cl)c(CN2OCC(C)(C)C2=O)c1 (stereo not drawn) | . | . | . | . | . | . | i | 27 | . | .
CCN(C[C@H]1N[C@@](Cc2ccccc2)(C(=O)OC)[C@H]2C(=O)N(Cc3ccccc3)C(=O)[C@@H]12)C(=O)c1ccccc1 | . | . | . | . | . | . | i | 9 | . | .
CCCn1c(Cc2ccccc2)nnc1SC(C)C(=O)NC1CC1 (stereo not drawn) | . | . | . | . | . | . | i | 18 | . | .
O=C(COc1ccc2c(c1)OCO2)NCc1cccs1 | . | . | . | . | . | . | i | 42 | . | .
C[C@H](CO)N1C[C@H](C)[C@@H](CN(C)S(=O)(=O)c2ccccc2)Oc2ccc(NS(=O)(=O)c3ccccc3)cc2C1=O | . | . | . | . | . | . | i | 20 | . | .
Cc1cccc(NS(=O)(=O)c2cccc(C(=O)N3CCC3)c2)c1 | . | . | . | . | . | . | i | 33 | . | .
Cc1cc(=O)[nH]c(SCC(=O)Nc2c(C)n(C)n(-c3ccccc3)c2=O)n1 | . | . | . | . | . | . | i | 33 | . | .
Brc1cc(-c2ccccc2)nc(-c2ccccc2)n1 | . | . | . | . | . | . | i | 47 | . | .
CCC(=O)c1ccc(OCC(=O)OCC(=O)c2c(N)n(C)c(=O)n(C)c2=O)cc1 | . | . | . | . | . | . | i | 44 | . | .
CC(C)(C)OC(=O)NCc1ccc(NC(=O)c2nc[nH]c2C(=O)NCCCCCCNC(=O)c2[nH]cnc2C(=O)Nc2ccc(CNC(=O)OC(C)(C)C)cc2)cc1 | . | . | . | . | . | . | i | 15 | . | .
O=C(CSc1nnnn1-c1ccc(Cl)cc1)N1CCNC1=O | . | . | . | . | . | . | i | 47 | . | .
CC12CN3CC(C)(CN(C1)C31C(=O)N(Cc3ccccc3)c3ccccc31)C2=O (stereo not drawn) | . | . | . | . | -0.7% | . | . | . | -1.3 | . | b-catenin transl cell count 5 µM=1126
Cc1ccc2c(C)nc(NC3=NCN(CCc4ccccc4)CN3)nc2c1 | . | . | . | . | -1.2% | . | . | . | 3.9 | . | b-catenin transl cell count 5 µM=1101
Cc1ccn2cc(-c3ccc(S(=O)(=O)N4CCOCC4)cc3)nc2c1 | . | . | . | . | -0.9% | . | . | . | -5.1 | . | b-catenin transl cell count 5 µM=1004
c1cncc(-c2nc(Oc3ccc(-c4nnco4)cc3)c3c4c(sc3n2)CCCC4)c1 | . | . | . | . | 0.9% | . | . | . | -2.2 | . | b-catenin transl cell count 5 µM=951
CC1CCc2c(sc3ncnc(SCC(=O)N4CCN(C(=O)c5ccco5)CC4)c23)C1 (stereo not drawn) | . | . | . | . | . | . | . | . | 0.3 | 0.2 | Ins promoter up cell count=1047;b-catenin transl cell count 5 µM=1009
c1csc(-c2nn3c(-c4ccncc4)nnc3s2)c1 | . | . | . | . | . | . | . | . | 1.3 | 0.16 | Ins promoter up cell count=1347;b-catenin transl cell count 5 µM=997
Cc1cccn2c(=O)c(C=Nc3c(C)n(C)n(-c4ccccc4)c3=O)c(N3CCCC3)nc12 | . | . | . | . | . | . | . | . | -2.0 | 0.12 | Ins promoter up cell count=1235;b-catenin transl cell count 5 µM=842
COc1ccc(-c2nnc3sc(-c4ccc(Br)o4)nn23)cc1OC | . | . | . | . | . | . | . | . | -1.6 | 0.15 | Ins promoter up cell count=1288;b-catenin transl cell count 5 µM=945
CCN(CC)c1ccc(N=C2C(=O)Nc3ccccc32)cc1 | -5% | . | -1 | 838 | . | . | . | . | . | .
COc1ccccc1CNC(=S)Nc1ccc(S(N)(=O)=O)cc1 | 1% | . | 5 | 846 | . | . | . | . | . | .
COC(=O)c1sccc1NC(=O)c1ccc(C#N)cc1 | -4% | . | 6 | 868 | . | . | . | . | . | .
Cc1ccc(C23CC4CC(CC(CC(=O)NC(C)(C)CO)(C4)C2)C3)cc1 | -6% | . | -4 | 837 | . | . | . | . | . | .
O=C(Nc1ccc([N+](=O)[O-])cc1)N1CCc2ccccc2C1 | -24% | . | 0 | 803 | . | . | . | . | . | .
CSc1ncccc1C(=O)NC1CCCCCCC1 | 2% | . | -12 | 854 | . | . | . | . | . | .
CCOC(=O)Cn1c(=O)n(Cc2ccc(OC)cc2)c(=O)c2cccnc21 | -8% | . | -1 | 708 | . | . | . | . | . | .
O=C(O)c1ccc(N2CCc3ccccc32)c([N+](=O)[O-])c1 | -9% | . | 21 | 641 | . | . | . | . | . | .
COc1ccc2nc(NC(=O)c3ccco3)sc2c1 | 2% | . | 0 | 846 | . | . | . | . | . | .
O=C(CSc1ccc2nnc(-c3ccccc3)n2n1)N1CCN(c2ccccc2)CC1 | . | 2.5 | . | . | . | 10 | . | . | . | . | Dynein transport cytoplasmic EGFP=-0.081;Dynein transport nuclear GR-EGFP=1.8;Dynein transport cell count=-1.2;MT stabilizer Hoechst-high %=1.0;MT stabilizer cytotoxicity %=8.9
CCOC(=O)c1sc(NC(=O)c2noc3c2CCCC3)c(C(=O)OCC)c1C | . | -1.3 | . | . | . | 3.8 | . | . | . | . | Dynein transport cytoplasmic EGFP=-0.17;Dynein transport nuclear GR-EGFP=-0.48;Dynein transport cell count=0.076;MT stabilizer Hoechst-high %=3.2;MT stabilizer cytotoxicity %=4.2
Cn1c(=O)c2c(SC3CCCC3)nc(CC(C)(C)C)nc2n(C)c1=O | . | 0.73 | . | . | . | 1.7 | . | . | . | . | Dynein transport cytoplasmic EGFP=-0.11;Dynein transport nuclear GR-EGFP=0.79;Dynein transport cell count=-0.59;MT stabilizer Hoechst-high %=1.9;MT stabilizer cytotoxicity %=8.1
CCCCc1nc2ccccc2n2cc3c(=O)n(C)c(=O)n(C)c3c12 | . | 0.13 | . | . | . | 3.7 | . | . | . | . | Dynein transport cytoplasmic EGFP=-0.1;Dynein transport nuclear GR-EGFP=0.23;Dynein transport cell count=-0.75;MT stabilizer Hoechst-high %=1.9;MT stabilizer cytotoxicity %=3.9
CC1CN(C(=O)CCC(=O)NCc2ccccn2)c2ccccc2O1 (stereo not drawn) | . | . | 8 | 801 | . | . | i | 24 | . | .
CCCOc1ccc(CNC(=O)c2ccc3nc(N4CCOCC4)sc3c2)cc1 | . | . | 54* | 744* | . | . | i | 25 | . | .
O=C(C1=C(O)C(=O)N(CCN2CCOCC2)C1c1cccc([N+](=O)[O-])c1)c1cccs1 (stereo not drawn) | . | . | -7 | 824 | . | . | i | 60 | . | .
Cc1ccc(N(C)C(=O)c2cc(S(=O)(=O)N3CCCCC3)c[nH]2)cc1 | . | . | -3 | 768 | . | . | i | 50 | . | .
CCC(C)NC(=O)C1CCCN(S(=O)(=O)c2ccc3c(c2)CC(C)N3C(=O)C2CC2)C1 (stereo not drawn) | . | . | -6 | 754 | . | . | i | 32 | . | .
COc1ccccc1CNC(=O)CCC(=O)N1CCOc2ccc(C)cc21 | . | . | 3 | 817 | . | . | i | 41 | . | .
Cc1ccccc1NS(=O)(=O)c1cc2c(cc1C)N(C)CCO2 | . | . | -3 | 780 | . | . | i | 9 | . | .
CC(C)(C)[C@@H]1CCC(=O)N(CC[C@H](Sc2ccccc2)c2ccccc2)CC1 | . | . | -42 | 751 | . | . | i | 18 | . | .
Cc1c(C(=O)N(Cc2ccccc2Cl)C2CCS(=O)(=O)C2)oc2ccccc12 (stereo not drawn) | . | . | -1 | 744 | . | . | i | 30 | . | .
Cc1ccc(NC(=O)CSc2nc3ccccc3nc2N2CCOCC2)c(C)c1 | . | . | 18 | 777 | . | . | i | 24 | . | .
Cc1c(CC(=O)NCC(=O)NCC(=O)O)c(=O)oc2cc3oc4c(c3cc12)CCCC4 | . | . | -8 | 785 | . | . | i | 45 | . | .
O=C(Cc1ccc(NC2=NC3CS(=O)(=O)CC3S2)cc1)NCc1ccc(Cl)cc1 (stereo not drawn) | . | . | -30 | 707 | . | . | i | 18 | . | .
Cc1ccc2c(c1)N(C(=O)CCC(=O)NCCCN1CCOCC1)CCO2 | . | . | -10 | 668 | . | . | i | 23 | . | .

Retrieved by structure from the entries so far (2):
SMILES | Salmonella PhoP GFP | Dynein transport | Hep lipid drop | Hep lipid drop cells 6.5 µM | ER stress rescue | MT stabilizer | T cell modulator | T cell modulator vesicle-bound % | b-catenin transl | Ins promoter up | others
Cc1c(C(=O)N(Cc2ccccc2Cl)C2CCS(=O)(=O)C2)oc2ccccc12 (stereo not drawn) | . | . | -1 | 744 | . | . | i | 30 | . | .
CC(C)(C)[C@@H]1CCC(=O)N(CC[C@H](Sc2ccccc2)c2ccccc2)CC1 | . | . | -42 | 751 | . | . | i | 18 | . | .
